Screening data (PubChem BioAssay)
hcGAS lum = Primary biochemical luminescence assay for human cyclic GMP-AMP synthase inhibitors; recombinant h-cGAS, ATP depletion, Kinase-Glo luminescence; inhibition, % at 12.5 µM; actives 0.081% (n = 290,000); AID 1259398, 2018;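 note: 0% = vehicle reaction and 100% = reaction without DNA for no activity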
Target sequence (Q8N884 whole entry, looked up): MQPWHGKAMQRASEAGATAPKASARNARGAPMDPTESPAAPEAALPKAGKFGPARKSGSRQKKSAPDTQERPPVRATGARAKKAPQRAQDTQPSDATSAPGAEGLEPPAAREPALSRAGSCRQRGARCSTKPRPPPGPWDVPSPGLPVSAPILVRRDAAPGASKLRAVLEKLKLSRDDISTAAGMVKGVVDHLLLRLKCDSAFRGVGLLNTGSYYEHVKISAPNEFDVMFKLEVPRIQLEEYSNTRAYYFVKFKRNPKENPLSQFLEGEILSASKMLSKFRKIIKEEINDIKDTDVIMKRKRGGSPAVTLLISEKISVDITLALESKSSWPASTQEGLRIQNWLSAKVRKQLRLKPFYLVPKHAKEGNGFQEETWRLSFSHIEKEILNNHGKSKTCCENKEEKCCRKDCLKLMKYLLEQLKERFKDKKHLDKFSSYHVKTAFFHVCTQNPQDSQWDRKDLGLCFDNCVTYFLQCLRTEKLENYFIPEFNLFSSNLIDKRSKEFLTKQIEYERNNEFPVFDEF
NPYLR7 agonist = agonists of mosquito NPYLR7 receptor, primary screen, cell-based, Aedes aegypti, calcium fluorescence, mosquito biting behavior | Aedes aegypti neuropeptide Y-like receptor 7 (NPYLR7) | HEK293T NPYLR7/Galpha15, GCaMP6s calcium fluorescence | activation, % at 10 µM | actives 0.15% (n = 270,000); in the data active = activation above about 40%;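 note: 0% = vehicle and 100% = reference agonist at the receptor; some compounds past the cut are filed as inactive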
mcGAS lum = cyclic GMP-AMP synthase inhibitors, mouse, primary biochemical chemiluminescence. Q8C6L5. recombinant cGAS, Kinase-Glo ATP depletion luminescence. inhibition, % at 12.5 µM. actives 0.15% (n = 160,000);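 note: 0% = negative control wells and 100% = reference inhibitor with no enzyme activity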
Active calls of the source: *; nt = no result given; & = joins results of further samples. Cut-off read from the data, not from the text of the source, unless noted: active = inhibition above about 40%; inactive = the rest. An unsorted share of the library. About 0.27% of those tested had a hit in this group.

#1 CCc1ccc(S(=O)(=O)NCCc2csc3nc(-c4cccs4)nn23)cc1
#2 O=C(OCCN1CCOC1=O)c1cc(Cl)c2ccccc2c1O
#3 COCc1cc(N2CC[C@@H](c3ccc4ccccc4c3)[C@H](O)C2)ncn1
#4 Cc1nc2n(n1)C(=O)C(C(c1ccco1)N1CCC(C)CC1)S2 (stereo unspecified)
#5 COc1cc2c(cc1OC)C(C(C)N)N(Cc1ccccc1F)CC2 (stereo unspecified)
#6 Cc1ccccc1Oc1ncccc1CNC(=O)CCn1cncn1
assay / compound,1,2,3,4,5,6
hcGAS lum,-4,-5,-2,-5,-3,-3
NPYLR7 agonist,-1,-1,3,-5,1,1
mcGAS lum,-8,-6,-8,-8,-4,-22

#7 CCC(=O)NCc1ccnc(Oc2cc(C)cc(C)c2)c1
#8 c1ccc(N=C2NN=C(c3ccc4c(c3)CCO4)CS2)cc1
#9 CCOC(=O)CN(C(=O)OC)[C@@H]1C[C@@H]2CO[C@H](C(C)C)C[C@@H]2C1
#10 Cc1cccc(CN2CCN(Cc3cn(C)nc3-c3ccccc3)CC2CCO)n1 (stereo unspecified)
#11 CC1CCN(C(=O)CSc2ccc(-c3cccc([N+](=O)[O-])c3)nn2)CC1
#12 O=c1oc2ccc([N+](=O)[O-])cc2cc1-c1nnc(Nc2ccc(Cl)cc2Cl)s1
assay / compound,7,8,9,10,11,12
hcGAS lum,-14,-13,-7,-1,-6,-3
NPYLR7 agonist,2,-4,24,8,0,-1
mcGAS lum,-8,-7,-7,-8,-7,-7

#13 CC(NC(=O)c1ccco1)C(=O)OCC(=O)N1CCC(c2ccccc2)=N1 (stereo unspecified)
#14 CCOCCCNCc1cnc(SC)nc1N1CCN(c2ccccc2F)CC1
#15 Cc1ccn(CCN2CCC(Cc3noc(C4CC4)n3)CC2)n1
#16 O=c1cc(CN2CCN(Cc3cc4c(cc3O)CCC4)CC2)nc2sccn12
#17 COc1ccc(-c2cc3c(=O)n(CC(=O)Nc4c(C)cc(C)cc4C)ccn3n2)cc1OC
#18 CCCS(=O)(=O)N1CCC(N2CC(F)(F)C[C@H]2COC)CC1
assay / compound,13,14,15,16,17,18
hcGAS lum,-5,5,-6,2,-3,-7
NPYLR7 agonist,6,3,nt,-6,13,nt
mcGAS lum,-6,3,-1,nt,-6,-5

#19 CN1CC2(CCN(C(=O)c3cn(CCN4CCNCC4)nn3)C2)OC1=O (stereo unspecified)
#20 CC1(C)O[C@@H]2C[C@@](OCc3ccc(F)cc3)(C(=O)NCCN3CCCC3)CC(OCc3ccc(C#N)cc3)[C@@H]2O1 (stereo partly specified)
#21 CN(C)c1ccc(/C=C/c2cc(C(F)(F)F)[nH]c(=O)n2)cc1
#22 COCCCNC(=O)Cn1ccn2nc(-c3ccc(Cl)cc3)cc2c1=O
#23 COCCNC(=O)c1ccc(CSc2nnc(-c3ccc(C)cc3)n2-c2ccccc2C)cc1
#24 Cc1ccc(C)c(CN2CCCn3cccc3C2c2ccc(F)cc2F)c1 (stereo unspecified)
assay / compound,19,20,21,22,23,24
hcGAS lum,1,-6,-11,-8,-7,-6
NPYLR7 agonist,-1,11,24,5,24,18
mcGAS lum,nt,-4,-5,-8,-11,-4

Looked up one by one from the entries so far (5):
#23 COCCNC(=O)c1ccc(CSc2nnc(-c3ccc(C)cc3)n2-c2ccccc2C)cc1
#16 O=c1cc(CN2CCN(Cc3cc4c(cc3O)CCC4)CC2)nc2sccn12
#13 CC(NC(=O)c1ccco1)C(=O)OCC(=O)N1CCC(c2ccccc2)=N1 (stereo unspecified)
#20 CC1(C)O[C@@H]2C[C@@](OCc3ccc(F)cc3)(C(=O)NCCN3CCCC3)CC(OCc3ccc(C#N)cc3)[C@@H]2O1 (stereo partly specified)
#11 CC1CCN(C(=O)CSc2ccc(-c3cccc([N+](=O)[O-])c3)nn2)CC1
assay / compound,23,16,13,20,11
hcGAS lum,-7,2,-5,-6,-6
NPYLR7 agonist,24,-6,6,11,0
mcGAS lum,-11,nt,-6,-4,-7

The list continues.
#25 Cc1nn(CC(=O)NC2CC2)c(=O)c2cc3occc3n12
#26 COC(=O)[C@@H]1C[C@@H](N(C)C)CN1Cc1cccc(Cn2cccn2)c1
#27 Cc1ccc(Oc2ncccc2CNC(=O)Cn2nc(C)c(C)c2C)cn1
#28 CCCc1ccc2oc(C(=O)N3CCN(C(=O)c4cccs4)CC3)c(C)c2c1
#29 CCOC(=O)N(C)c1c(CC)nc2c(OCCn3cccc3)cccn12
#30 Cn1c(=O)[nH]c(=O)c2c1nc(N1CCN(Cc3ccccc3)CC1)n2Cc1ccccc1Cl
assay / compound,25,26,27,28,29,30
hcGAS lum,0,-4,-4,-7,-4,1
NPYLR7 agonist,-6,-3,24,4,1,0
mcGAS lum,1,-16,nt,nt,-2,nt

Compound profiles (already shown).
`CCCc1ccc2oc(C(=O)N3CCN(C(=O)c4cccs4)CC3)c(C)c2c1` is entered as hcGAS lum = -7; NPYLR7 agonist = 4; mcGAS lum = nt
`Cn1c(=O)[nH]c(=O)c2c1nc(N1CCN(Cc3ccccc3)CC1)n2Cc1ccccc1Cl` is entered as hcGAS lum = 1; NPYLR7 agonist = 0; mcGAS lum = nt

Later entries
#31 COCCNC(=O)Nc1cnn(-c2ccccc2S(C)(=O)=O)c1
#32 CCOc1cc(CNC(=O)C2=C(Cl)CCCC2)ccn1
#33 CCc1nc(C2CCCN2C(=O)C2CC(=O)Nc3ccccc32)no1 (stereo unspecified)
#34 CC1CCN(c2cc(Cl)nc(SCc3ccc(C(=O)NCc4ccco4)cc3)n2)CC1
#35 CCN1C(=O)COc2ccc(C(=O)Cn3c(=O)cc(C)c4c(C)nn(-c5ccccc5)c43)cc21
#36 CNC(=O)CN(C(=O)c1ccccc1)[C@H]1C[C@H]2CCOC[C@H]2C1
assay / compound,31,32,33,34,35,36
hcGAS lum,-8,0,0,-5,-8,3
NPYLR7 agonist,10,-14,-1,-3,1,1
mcGAS lum,nt,nt,1,-5,nt,4

#37 CC(Oc1ccccc1)C(=O)NC1CCOc2ccccc21 (stereo unspecified)
#38 Cn1nc([N+](=O)[O-])c(I)c1I
#39 CC(=O)c1ccc(NC(=O)N2CCc3onc(-c4ccccc4F)c3C2)cc1
#40 CC(C)CN1C(=O)N(Cc2ccccn2)C(=O)C12CCN(Cc1ccc(CO)o1)CC2
#41 COc1cc(C2NC(=O)NC(C)=C2C(=O)Nc2ccc(Cl)cc2)cc(OC)c1OC (stereo unspecified)
#42 COc1ccc(CCN(Cc2cccs2)C(=O)CN(C(=O)C2C[C@H]2c2ccccc2)C2CC2)cc1OC (stereo partly specified)
assay / compound,37,38,39,40,41,42
hcGAS lum,-6,-2,-8,-5,-4,-3
NPYLR7 agonist,-2,3,3,10,-10,17
mcGAS lum,-8,-4,nt,-17,-3,-4

#43 COc1ccc(C(=O)C(Cn2cncn2)C(Sc2ccccc2)c2ccccc2)cc1 (stereo unspecified)
#44 COc1ccc(C(=O)NCCc2nnc3ccc(SCC(=O)NC4CCCCC4)nn23)cc1
#45 CN(C)CCNC(=O)c1cc(-c2ccccc2)nc2cc(-c3ccccc3)nn12
#46 O=C(CC1SC(N2CCCCC2)=NC1=O)Nc1cccc(C(=O)NC2CCc3ccccc32)c1 (stereo unspecified)
#47 CCOC(=O)C1(CCOc2ccccc2)CCCN(Cc2cccc(C)n2)C1 (stereo unspecified)
#48 O=S(NC12CC3CC(CC(C3)C1)C2)c1ccc2ccccc2c1 (stereo unspecified)
assay / compound,43,44,45,46,47,48
hcGAS lum,3,-6,8,-6,-12,-6
NPYLR7 agonist,-2,7,-10,-2,4,9
mcGAS lum,nt,-8,1,nt,nt,nt

#49 COc1ccc(CC2CN(Cc3cccc(C)n3)CCO2)cc1 (stereo unspecified)
#50 CC1C(=O)N(c2ccc(F)cc2F)CCN1C(=O)c1ccc(C(F)(F)F)cc1 (stereo unspecified)
#51 Cc1cc(Cl)ccc1C(=O)NCc1cncn1CC(C)C
#52 Cc1ccc(/C=C(/Cl)c2cc(=O)n3ccccc3n2)cc1
#53 CCn1c(SCc2ccc(I)cc2)nnc1-c1cc(-c2ccccc2)nc2ccccc12
#54 CN(Cc1ccccc1F)C(=O)c1cc(Cl)ccc1O
assay / compound,49,50,51,52,53,54
hcGAS lum,-3,-6,-3,-7,-2,-17
NPYLR7 agonist,18,0,-1,4,0,8
mcGAS lum,nt,-8,-9,nt,-5,nt

(more compounds)
nr	compound	hcGAS lum	NPYLR7 agonist	mcGAS lum
55	CC(C)(C)n1nc2c(c1NC(=O)c1ccc3ccccc3c1)CSC2	-5	-5	-7
56	O=C(CCc1ncc(-c2ccccc2)o1)N1CCN(S(=O)(=O)c2cc(F)ccc2F)CC1	-2	0	nt
57	O=c1nc(SCc2ccc(Br)cc2)c2c(n1CC1CCCO1)CCCC2 (stereo unspecified)	-10	-9	-9
58	CCCCSc1nnc(C)c2cnn(-c3ccccc3OC)c12	-1	-13	-9
59	CCCC(C)(C)C(=O)N1CCC1(C)C(=O)NS(=O)(=O)c1cccc(C#N)c1 (stereo unspecified)	-2	-4	-3
60	O=C(COc1coc(CN2CCN(Cc3ccccc3)CC2)cc1=O)NCc1ccccc1	-8	0	-9
61	CC(C)(C)c1ccc(C(=O)c2cc[nH]c2)cc1	-2	11	nt
62	COc1cccc(C2NC(=O)N(C)C3=C2C(=O)N(CC(=O)N2CC(C)OC(C)C2)C3)c1OC (stereo unspecified)	-5	0	-4
63	O=C1c2ccccc2C(=O)N1CCS(=O)(=O)Cl	2	0	-1
64	CCc1[nH]c2c(CNC(=O)c3cnn(C)c3)cc(F)cc2c1C	-7	8	-13
65	O=C(NCc1cnn(-c2ccccc2)c1)c1cccc2ccnn12	-2	0	1
66	CCC1CCCCN1C(=O)c1nn2c(C(F)(F)F)cc(-c3cccs3)nc2c1Cl (stereo unspecified)	7	-15	-1
67	COCCn1c(SCC(=O)Nc2cc(C)ccc2C)nc2c(c1=O)SC(C)C2 (stereo unspecified)	2	4	nt
68	CN(C)CCCN1C(=O)C(O)=C(C(=O)c2ccco2)C1c1ccco1 (stereo unspecified)	-5	8	nt
69	COCc1cc(C)nc(OCC(=O)N/N=C\c2cc(C)n(-c3ccc(I)cc3)c2C)c1C#N	-1	3	-5
70	N#CC(c1cccs1)N1CCN(C(=O)CCl)CC1 (stereo unspecified)	-12	1	nt
71	CC1(C(=O)Nc2ccc3c(c2)OCO3)CCN1CCOc1ccccc1 (stereo unspecified)	-5	-2	nt
72	COc1cc(CN2CCN(C(C)=O)CC2)c(O)c(C(C)(C)C)c1	0	4	nt
73	O=C(Nc1ccc(SCc2cccnc2)nn1)c1ccccc1	-4	-2	-9
74	c1ccc2sc(SCc3csc(Cc4ccc5c(c4)OCO5)n3)nc2c1	-1	1	-3
75	Cc1cc(C)nc(-n2nc(C)c3c2CCCC3=O)n1	-13	-5	nt
76	CC1CN(C(c2ccc(Cl)cc2)C2Sc3nc(-c4ccco4)nn3C2=O)CC(C)O1 (stereo unspecified)	-4	-2	-6
77	Cn1c(Nc2nc(-c3ccccc3)c3cc(Br)ccc3n2)nc2ccccc21	1	-6	-7
78	Cc1[nH]n(-c2nc(-c3ccc(Cl)cc3)cs2)c(=O)c1N=Nc1ccc(I)cc1	-3	-9	-4
79	CC(C)(C)n1nc2c(c1NC(=O)c1cc(Cl)ccc1Cl)CSC2	-1	-3	-6
80	Cc1[nH]c2ccccc2c1CC(=O)NCc1nc(-c2cccnc2)no1	-3	1	nt
81	COCCNC(=O)CN(Cc1ccccc1)C(=O)c1ccoc1	-6	6	nt
82	CN1CCN(c2ccc(CNC(=O)c3ccc(-c4ccnn4C)c4ccoc34)cc2)CC1	-6	-15	-5
83	CCCNc1nc2ccccn2c(=O)c1C=C1SC(=S)N(C2CCCCC2)C1=O	-5	-6	-8
84	COc1cc(CN(C)C(=O)c2c(C)noc2-c2ccccc2C)cc(OC)c1OC	-5	1	-4
85	Cn1nnnc1SCc1cc2c(cc1Br)OCO2	66*	0	-2
86	CSc1cccc(NC(=O)c2cccnc2NC(C)C)c1	-4	-3	-3
87	CCOC(=O)c1c(C)n(OCc2ccccc2)c2ccc3c(no[n+]3[O-])c12	-6	1	-7
88	Cc1nc2cc(NC(=O)c3ccccc3-c3ccc(C(F)(F)F)cc3)ccc2s1	-6	-8	-3
89	Cc1cccc2sc(N(Cc3ccccc3)C(=O)c3ccc([N+](=O)[O-])o3)nc12	-9	0	-9
90	Fc1ccc(Cc2nc(CSc3nc4ccc(Cl)cc4o3)cs2)c(Cl)c1	-5	2	-7
91	Cc1cccn2c(NC(C)(C)C)c(-c3cccc(F)c3)nc12	-6&-4	-1&-1	-7&-3
92	COC(=O)c1ccc(-c2noc(CN(C)C(C)c3ccncn3)n2)cc1 (stereo unspecified)	-6	6	-9
93	CC(NC(=O)C1CCC1)c1nnc(SCc2ccccc2)n1-c1cc(Cl)ccc1Cl (stereo unspecified)	-5	-2	4
94	Cc1cc(C)cc(S(=O)(=O)NCCNC(=O)c2ccc(NC(=O)C3CCCC3)cc2)c1	-1	-9	nt
95	COC(C)c1nncn1-c1cccc(C(C)=O)c1 (stereo unspecified)	-2	3	-10
96	OC(COc1ccccc1Cl)CSc1ccccn1 (stereo unspecified)	0	-7	-3
97	CO[C@H]1[C@H](NC(=O)CSC)c2ccccc2C12CCN(Cc1ccc3cccc(F)c3n1)CC2	-5	14	-7
98	Cc1ccc(-n2c(=O)[nH]c3c(C(N)=O)nc(-c4ccc([N+](=O)[O-])cc4)nc32)cc1C	-5	15	-7
99	Cc1cc(F)ccc1S(=O)(=O)Nc1cnn(CC(F)F)c1	-4	9	nt
100	CCCCCCCC(=O)Nc1ccc(-n2nc(OCC(C)C)nc2-c2ccccc2F)cc1	7	-7	1
101	CN1C(=O)C(=Cc2ccccc2OCc2ccc([N+](=O)[O-])cc2)C(=O)N(C)C1=O	-3	-16	-6
